Source: PubChem
A549 viability: Nrf2 qHTS screen for inhibitors: counterscreen for cytotoxicity; AID 504648, 2011; Potency, µM (highest dose often 46 µM), for the others: at the highest dose activity change, negative = cytotoxicity, actives largely listed as inhibitors; A549 ARE-Fluc cells, CellTiter-Fluor viability, 18-24 h; hit rate 0.16% among 390,000; note: potency is the fitted concentration of half-maximal effect; % is set by controls: 0 for no effect and ±100 for the full control effect
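A549 ARE-Fluc cells in 5% FBS OPTI-MEM, 5000 cells/well, rested 2 h then exposed to compounds in concentration-response for 18-24 h at 37 °C. Viability by CellTiter-Fluor fluorescence (Ex 405/Em 525) after 30 min; luciferase luminescence (BugLite, 15 min, RT) read afterwards.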
Nrf2 ARE act: qHTS of Nrf2 Activators. AREc32 ARE-luciferase reporter (MCF7-derived line), luminescence, 24 h. Potency, µM (series often up to 46.1 µM), for the others: top-dose activation, actives largely listed as activators. hit rate 0.31% among 410,000. AID 624171, 2012; note: potency is the fitted concentration of half-maximal effect; % of control where 0% means no effect; nearly all actives have a fitted effect of over 65% in size
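Reporter line AREc32 (ARE-Fluc), seeded overnight in OPTI-MEM with 5% FBS; compound pin-transferred, 24 hr at 37 deg C, 5% CO2; luminescent read-out.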
Nrf2 inh: Nrf2 qHTS screen for inhibitors. A549 ARE-Fluc reporter, luciferase luminescence, 18-24 h. hit rate 2.1% among 360,000. Potency, µM (top dose mostly 46 µM), for the others: top-dose activity change, negative = inhibition, most hits filed as inhibitors; note: potency is the fitted concentration of half-maximal effect; % is set by controls: 0 for no effect and ±100 for the full control effect; nearly all actives have a fitted effect of over 60% in size
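Nrf2 activity is the BugLite luminescence, read 15 min after reagent at room temperature, following CellTiter-Fluor cytotoxicity readout (30 min, 37C). Compound titrations were applied for 18-24 h to 5000 A549 ARE_Fluc cells/well in 5% FBS OPTI-MEM.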
MmCpn inh: Inhibitors of TCP-1 ring complex (TRiC) of Methanococcus maripaludis (MmCpn): qHTS; purified Mm-Cpn ATPase, ADP Transcreener TR-FRET; Potency, µM (series often up to 76.9 µM), for inactives: top-dose activity, negative = inhibition, actives largely listed as inhibitors; hit rate 0.031% among 330,000; note: potency is the fitted concentration of half-maximal effect; % is set by controls: 0 for no effect and ±100 for the full control effect; nearly all actives have a fitted effect of over 80% in size
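Inhibition of chaperonin ATP hydrolysis is measured as reduced ADP production, detected by competitive TR-FRET in which signal falls with ADP. Final enzyme 25 nM and ATP 10 uM, reacted 30 min at 37°C.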
pAkt inh: HTS Assay for Inhibitors of Akt Phophorylation: Primary Screen; activity change, % for hits at 50 µM; Neuro2A IGF-stimulated pAkt S473 HTRF, 20 min; hits give low values; AID 651550, 2012; hit rate 0.32% among 360,000; in the data active = activity change below about -80%; inconclusive = mostly about -51% to -80%; note: % is set by controls: 0 for no effect and ±100 for the full control effect
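Neuro2A cells in DMEM with 0.5% FBS, overnight at 37 deg C, given compound at single 50 µM final, then IGF (6 nM final) for 20 min at 37 deg C. Lysed; phospho-Akt Ser473 by HTRF after 24 h, 665/615 ratio.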
EPAC2 agonist: qHTS for Agonist of cAMP-regulated guanine nucleotide exchange factor 4 (EPAC2): primary screen. Rap guanine nucleotide exchange factor 4 (Homo sapiens), Q8WZA2. EPAC2 activation, biochemical qHTS; response scale: 100% = 6.5 mM cAMP response. Potency, µM (titrated, usually from 154 µM), for the others: at the highest dose activation, hits mostly activators. hit rate 0.079% among 360,000. AID 720711, 2013; note: potency is the fitted concentration of half-maximal effect; nearly all actives have a fitted effect of over 50% in size
Target sequence (Q8WZA2 whole entry, looked up): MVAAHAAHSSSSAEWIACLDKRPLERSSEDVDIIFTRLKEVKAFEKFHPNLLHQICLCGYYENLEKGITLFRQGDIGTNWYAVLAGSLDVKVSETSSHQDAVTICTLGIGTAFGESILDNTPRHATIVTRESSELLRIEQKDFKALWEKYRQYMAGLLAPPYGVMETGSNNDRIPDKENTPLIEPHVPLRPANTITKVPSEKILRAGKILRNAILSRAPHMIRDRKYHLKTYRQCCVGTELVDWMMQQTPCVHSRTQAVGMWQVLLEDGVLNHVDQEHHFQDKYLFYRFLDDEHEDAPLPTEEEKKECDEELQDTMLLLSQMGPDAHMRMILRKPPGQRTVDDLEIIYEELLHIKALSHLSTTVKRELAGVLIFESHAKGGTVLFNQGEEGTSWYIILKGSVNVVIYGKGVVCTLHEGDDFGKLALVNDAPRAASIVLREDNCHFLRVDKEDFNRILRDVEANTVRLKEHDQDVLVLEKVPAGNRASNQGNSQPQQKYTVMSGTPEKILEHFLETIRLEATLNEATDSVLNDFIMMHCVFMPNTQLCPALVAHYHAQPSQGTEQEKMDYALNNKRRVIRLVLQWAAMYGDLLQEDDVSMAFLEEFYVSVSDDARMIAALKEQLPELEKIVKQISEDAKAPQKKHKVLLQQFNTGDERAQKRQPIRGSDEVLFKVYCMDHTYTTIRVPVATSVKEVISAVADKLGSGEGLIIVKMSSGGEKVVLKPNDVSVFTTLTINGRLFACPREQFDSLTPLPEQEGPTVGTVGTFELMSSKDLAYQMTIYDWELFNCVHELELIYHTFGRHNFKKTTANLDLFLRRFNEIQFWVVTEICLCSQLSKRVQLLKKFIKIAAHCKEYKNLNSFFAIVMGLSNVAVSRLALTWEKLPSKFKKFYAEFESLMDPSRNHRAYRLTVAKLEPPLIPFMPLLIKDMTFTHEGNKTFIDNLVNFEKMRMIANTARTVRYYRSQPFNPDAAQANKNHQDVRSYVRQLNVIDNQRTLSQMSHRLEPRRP
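Compounds were titrated in qHTS against a Rap1B-BODIPY-GDP (250 nM) complex with EPAC2 (100 nM) and GDP (50 uM). BODIPY-GDP release tracked at 480/540 nm over 30 min at room temperature, normalized to 6.5 mM cAMP.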
CCT modulator: High-Throughput Screening for Modulators of Cytosolic Chaperonin Activity; purified chaperonin ATPase assay, HTRF ADP detection, 30 min; activity change, % (test concentration not listed), hits read low; hit rate 0.3% among 360,000; AID 651819, 2012; in the data active = activity change below about -30%; note: % is set by controls: 0 for no effect and ±100 for the full control effect
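TRiC at 40 or 20 nM final (batch-dependent) in 30 mM Tris pH 7.4, 100 mM KCl, 5 mM MgCl2, 1 mM DTT, with compound at single 76 uM and 10 uM ATP, 30 min at 37 deg C. ADP detected by HTRF Transcreener, 665/615 ratio.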
TGFb SMAD3 inh: qHTS for Inhibitors of TGF-b; hit rate 1.2% among 410,000; Potency, µM (highest dose often 46.1 µM), for the others: at the top dose activity, negative = inhibition, usual class: inhibitors; HepG2 CAGA-GFP TGF-b/SMAD3 reporter, GFP fluorescence, 18 h; TGF-beta stimulated, 500 pg/mL final; note: potency is the fitted concentration of half-maximal effect; % is set by controls: 0 for no effect and ±100 for the full control effect; nearly all actives have a fitted effect of over 65% in size
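HEPG2 CAGA-GFP cells (1000/well, DMEM with 1% FBS) were pre-incubated 2 h at 37 degrees C, given compound by pin tool, then stimulated with TGF-beta at 500 pg/mL final for 18 h before per-cell GFP fluorescence imaging.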
EPAC2 antag: qHTS for Antagonist of cAMP-regulated guanine nucleotide exchange factor 2 (EPAC2): primary screen | Rap guanine nucleotide exchange factor 4 (Homo sapiens), Q8WZA2 | EPAC2 GEF exchange of Rap1B-BODIPY-GDP, fluorescence | Potency, µM (series often up to 114 µM), without a hit: top-dose activity, negative = inhibition, hits mostly inhibitors | hit rate 0.18% among 360,000 | AID 720708, 2013; note: potency is the fitted concentration of half-maximal effect; % is set by controls: 0 for no effect and ±100 for the full control effect; nearly all actives have a fitted effect of over 45% in size; many of its hits are not listed in these tables
Active calls of the source: *; i = inactive; ? = inconclusive; nt = no result given; & = joins results of further samples; [ ] = another dose, or the depositor's remark. Unless noted, calls come from the whole dose curve; as a rule, active = well fitted curve in the direction sought with a large enough effect; inconclusive = small, poorly fitted or top-dose-only effect, or another doubt; inactive = no such curve, though single readings can be large; an effect the other way counts as inactive or inconclusive. These rows are one share of the data, so the mix of outcomes need not match the whole.

SMILES	A549 viability	Nrf2 ARE act	Nrf2 inh	MmCpn inh	pAkt inh	EPAC2 agonist	CCT modulator	TGFb SMAD3 inh	EPAC2 antag
CNS(=O)(=O)c1cccc(C(=O)OCC(=O)NC(C)CCc2ccccc2)c1 (stereo not given)	0%	-0.2%	-15%	0%	i	-3%	1.2	14%	-6%
COc1ccc(NC(=O)CCc2ccccc2)cc1NC(=O)c1ccco1	-2%	0.3%	-6%	0%	i	9%	-3.9	-25%	-1%
Fc1cccc(NCc2cccn2-c2nnc(N3CCOCC3)s2)c1	6%	5.1%	?	nt	nt	nt	nt	8%	nt
COc1cccc(N/C=C/C(=O)c2ccc(OC)c(OC)c2)c1	-7%	7.1%	6%	-10%	i	15%	-0.8	2%	4%
COc1cc(/C=N/NC(N)=O)ccc1OC(=O)c1cccs1	1%	12%	13%	0%	i	-3%	-0.7	4%	-9%
CCCCCOc1ccc(C(=O)CCC(=O)Nc2ccc(NC(C)=O)cc2)cc1	10%	-0.4%	9%	-10%	i	5%	-1.4	-5%	-5%
CCc1ccc(NC(=O)N(Cc2ccco2)C(C)c2cccs2)cc1 (stereo not given)	-20%	0.2%	nt	0%	nt	17%	-2.4	14%	-6%
NC(=O)c1cc(S(=O)(=O)NCCc2ccccc2)cs1	0%	-0.7%	-24%	-2%	i	2%	-0.3	-3%	-3%
Cc1c(/C=N\NC(=O)C2(C)CC2(Cl)Cl)cnn1C (stereo not given)	2%	0.4%	-6%	1%	i	6%	1.2	1%	3%
COc1ccc(C(=O)c2cn(CC(=O)Nc3ccc4c(c3)OCCO4)c3ccc(OC)cc3c2=O)cc1	2%	0.0%	7%	nt	nt	nt	nt	1%	nt
COc1ccc(CNc2nc(-c3ccc(OC)cc3)cc(C(F)(F)F)n2)cc1	15%	4.1%	7%[9.27 µM]	nt	nt	nt	nt	-29%	nt
Cc1cccc(-c2n[nH]c(=S)n2-c2ccccc2)c1[N+](=O)[O-]	1%	-0.1%	-14%	0%	i	10%	-1.2	9%	9%

Shown in CSV form: part of the list above.
SMILES,A549 viability,Nrf2 ARE act,Nrf2 inh,MmCpn inh,pAkt inh,EPAC2 agonist,CCT modulator,TGFb SMAD3 inh,EPAC2 antag
CCc1ccc(NC(=O)N(Cc2ccco2)C(C)c2cccs2)cc1 (stereo not given),-20%,0.2%,nt,0%,nt,17%,-2.4,14%,-6%
NC(=O)c1cc(S(=O)(=O)NCCc2ccccc2)cs1,0%,-0.7%,-24%,-2%,i,2%,-0.3,-3%,-3%
Cc1c(/C=N\NC(=O)C2(C)CC2(Cl)Cl)cnn1C (stereo not given),2%,0.4%,-6%,1%,i,6%,1.2,1%,3%
COc1ccc(C(=O)c2cn(CC(=O)Nc3ccc4c(c3)OCCO4)c3ccc(OC)cc3c2=O)cc1,2%,0.0%,7%,nt,nt,nt,nt,1%,nt
COc1ccc(CNc2nc(-c3ccc(OC)cc3)cc(C(F)(F)F)n2)cc1,15%,4.1%,7%[9.27 µM],nt,nt,nt,nt,-29%,nt
Cc1cccc(-c2n[nH]c(=S)n2-c2ccccc2)c1[N+](=O)[O-],1%,-0.1%,-14%,0%,i,10%,-1.2,9%,9%

Remaining list, next part
SMILES	A549 viability	Nrf2 ARE act	Nrf2 inh	MmCpn inh	pAkt inh	EPAC2 agonist	CCT modulator	TGFb SMAD3 inh	EPAC2 antag
O=C(CN1CCN(c2ccc(O)cc2)CC1)Nc1cc(S(=O)(=O)N2CCOCC2)ccc1Cl	1%	-0.1%[9.22 µM]	?	-1%	i	-5%	-0.2	?	1%
CCCC(=O)N1CCC1(C)C(=O)NS(=O)(=O)c1ccc(F)cc1F (stereo not given)	nt	-1.2%[9.22 µM]	nt	nt	i	6%	-20	2%	5%
Cn1nc(C(=O)N2CCN(c3ccc(Cl)cc3)CC2)c2c1-c1ccccc1SC2	-1%	-0.1%	2%	nt	nt	nt	nt	?	nt
CCC1(C2C=COC=C2)NC(=O)NC1=O (stereo not given)	nt	-0.9%	nt	nt	i	-2%	-0.2	10%	12%
Cc1ccc(SCCC(=O)OCC(=O)Nc2ncc(Cl)cc2Cl)cc1	10%	-0.7%	nt	-4%	i	10%	0.4	-9%	-1%
Cc1cc(C)c(NC(=O)C2c3ccccc3Oc3ccccc32)c(C)c1	-11%	-0.6%	3%	3%	i	-4%	-2.1	-34%	-1%
COc1ccc(-c2csc3nc(C)nc(N4CCC(C)CC4)c23)cc1OC	1%	28%	?	-2%	i	29%	-4.9	-26%	?
CC(C(=O)N1CCOCC1)c1ccccc1 (stereo not given)	2%	0.4%	-11%	0%	i	3%	1.1	-1%	3%
O=C(NCc1cccnc1)c1cc2ccccc2oc1=O	12%	2.3%	13%	4%	i	3%	-7.1	0%	6%
COc1ccc(CCNC(=O)c2cc(CC(C)C)on2)cc1OC	8%	-0.2%	-27%	2%	i	6%	0.2	-2%	0%
COc1ccc(N(CC(=O)Nc2cc(C)ccc2C)S(=O)(=O)c2ccccc2[N+](=O)[O-])c(OC)c1	-4%	0.3%	-18%	-3%	i	4%	1.5	-8%	-4%
Cc1ccc2[nH]cc(C(=O)CN3CCN(c4ccccc4F)CC3)c2c1	-11%	0.0%	?	-2%	i	-2%	0.2	-3%	2%
c1ccc2sc(Sc3ncnc4sccc34)nc2c1	0%	8.9µM*	?	-20%	i	2%	-0.9	?	9%
O=C(CSc1nc2[nH]c(=O)cc(O)c2s1)Nc1ccc(Br)cc1	0%	-0.3%	4%	-10%	i	-6%	1.8	0%	4%
COc1ccccc1N=c1scc(-c2ccc3c(c2)NC(=O)CO3)n1CC1CCCO1 (stereo not given)	-7%	2.2%	?	-1%	i	-4%	1.0	20%	-13%
O=C(NCCc1ccccc1F)C1CCC(=O)N(Cc2ccccc2F)C1 (stereo not given)	2%	-0.2%	25%	0%	i	-1%	0.7	-2%	-5%
CSc1nnc(-c2ccc([N+](=O)[O-])cc2)o1	4%	-0.2%	?	?	i	13%	-1.4	-3%	9%
COc1cc(OC)cc(C(=O)NC(c2ccccc2)c2ccccc2)c1	9%	-0.4%	-2%	-3%	i	-1%	0.6	2%	0%
Cc1ccc(N(C(=O)CNC(=O)c2ccco2)C(C(=O)NC2CCCCC2)c2ccncc2)cc1F (stereo not given)	-10%	-0.8%	13%	2%	i	3%	-0.1	?	-2%
Cc1ccc(S(=O)(=O)NCC(=O)N(CC(=O)NCC2CCCO2)Cc2ccco2)cc1 (stereo not given)	-1%	-0.4%	8%	-2%	i	3%	1.5	3%	3%
O=C(CN1CCCc2ccccc21)NCCc1ccc(F)cc1	1%	0.2%	-19%	1%	i	5%	-0.2	-20%	-22%
CC(Sc1cnc2ccccc2n1)C(=O)O (stereo not given)	-13%	0.5%	-20%	-10%	i	-6%	-1.6	8%	3%
COc1ccc(S(=O)(=O)N2CCCCCC2)cc1C(=O)N(CC(C)C)C1CCS(=O)(=O)C1 (stereo not given)	-2%	-0.6%	1%	-2%	i	7%	1.2	-25%	3%
O=C(COc1c(F)c(F)cc(F)c1F)NC(=O)NC1CCCC1	-2%	0.4%	0%	1%	i	-2%	-0.6	4%	-3%
COCCCNC(=S)Nc1c(C)cc(C)cc1C	4%	0.3%	1%	0%	i	9%	-0.6	-5%	1%
Cc1ccccc1C(=O)Nc1cc(C(F)(F)F)ccc1-n1cncn1	3%	1.2%	10%	-4%	i	-8%	-1.2	-8%	3%
O=C(Cn1c2ccccc2c2nc3n(c(=O)c21)CCS3)Nc1ccccc1	-3%	-0.6%	0%	3%	nt	10%	0.0	-7%	-3%
CCCn1nnnc1NCc1ccccc1F	-2%	1.3%	3%	1%	i	12%	0.1	4%	-10%
O=C(Nc1cc(S(=O)(=O)N2CCOCC2)ccc1N1CCOCC1)c1cc2c(s1)CCC2	-4%	1.9%	-17%	0%	i	8%	-0.7	-25%	-1%
COc1ccc(N(C(C)C(=O)N/N=C/c2cc(Br)c(C)o2)S(C)(=O)=O)cc1 (stereo not given)	-6%	0.2%	13%	-8%	i	8%	-1.1	4%	-1%
O=C(Cc1ccc(NC(=O)C2CCN(C(=O)C3CCCCC3)CC2)cc1)Nc1cccc(C(=O)N2CCCCC2)c1	-4%	0.3%	5%	nt	i	6%	1.7	1%	-5%
CS(=O)(=O)N1CCC(Oc2ccccc2C(=O)NC(C2CC2)C2CC2)CC1	1%	2.6%	6%	-1%	i	11%	-0.8	-5%	-3%
COc1ccc(OC)cc1	4%	0.6%	-11%	-5%	i	-2%	-1.0	16%&-3%	31%[activator]
CC(C)c1cc(C(C)C)c(S(=O)(=O)NC(c2ccccn2)C23CC2C3)c(C(C)C)c1 (stereo not given)	nt	7.2%	nt	nt	i	-16%	-0.3	nt	-24%
Cc1ccccc1N=C(c1ccccc1)C1C(=O)c2ccccc2C1=O	nt	13%	nt	nt	i	4%	0.4	?	?
O=C(COC(=O)c1ccc(Br)o1)Nc1ccc(F)cc1[N+](=O)[O-]	-4%	-0.8%	9%	0%	i	11%	-0.1	19%	7%
O=C(CCCCCn1c(=O)[nH]c2ccsc2c1=O)N1CCCCC1	2%	-0.6%	-7%	2%	i	3%	-2.2	4%	0%
